High-throughput results from PubChem BioAssay.
Hsp90 Hop PPI = changes Hsp90-Hop TPR2A binding signal, up or down. AlphaScreen TPR2A-His6 binding biotin-Hsp90 C-terminal peptide. Potency, µM (titrated, usually from 57 µM), inactives show at the highest dose activity change, negative = inhibition. 0.44% of 71,000 active; active = well fitted curve in either direction with a large enough effect; inconclusive = small, poorly fitted or top-dose-only effect, or another doubt; also: potency is read from the fitted curve at half-maximal effect; % is scaled to controls: 0 for no effect and ±100 for the full control effect; many of its hits are not listed in these tables
4MU fluor = compounds fluorescent in 4-MU spectral region. 11% of 59,000 active. AID 589. max dye-equivalent concentration, M. compound autofluorescence, 340/450 nm, 4-MU equivalents; active compounds read high; in the data active = max dye-equivalent concentration above about 10 nM; inconclusive = mostly about 1.1 nM to 9.6 nM
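Compounds in 100 mM Tris, pH 8.0, incubated 15 min at room temperature, then fluorescence read at 340 nm excitation/450 nm emission. Signal converted to 4-MU dye-equivalent concentration using an on-plate six-point 4-MU standard curve.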
TexasRed autofl = compounds fluorescent in Texas Red spectral region. Compound fluorescence, Texas Red channel, 547/618 nm; active compounds read high. max dye-equivalent concentration, M. 0.06% of 59,000 active. AID 587; in the data active = max dye-equivalent concentration above about 10 nM; inconclusive = between about 1.1 nM and that limit
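Compound titrations in 100 mM Tris pH 8.0 were incubated 15 min at room temperature and read at 547 nm excitation / 618 nm emission. Texas Red six-point standard curve on each plate converted fluorescence to dye-equivalent concentration.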
A350 fluor = A350 region autofluorescence; Compound autofluorescence, 340/450 nm, Alexa 350 dye-equivalents; active compounds read high; max dye-equivalent concentration, M; 11% of 59,000 active; AID 590; in the data active = max dye-equivalent concentration above about 10 nM; inconclusive = mostly about 1.1 nM to 9.6 nM
Fluorescein fluor = compound autofluorescence in fluorescein spectral region; Compound autofluorescence, 480/540 nm, fluorescein-equivalent; active compounds read high; max fluorescein-equivalent concentration, M; 0.91% of 59,000 active; AID 593; in the data active = max fluorescein-equivalent concentration above about 10 nM; inconclusive = between about 1.1 nM and that limit
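Compounds were pin-transferred into 100 mM Tris buffer, pH 8.0, and incubated 15 min at room temperature. Fluorescence was read at 480 nm excitation/540 nm emission. Signals were normalized to an on-plate six-point fluorescein standard curve as dye-equivalent concentration.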
CRE-bla Fsk = alters forskolin-stimulated CRE reporter signaling in CHO cells; CHO CRE-bla reporter (cAMP response element driving beta-lactamase), forskolin EC10, beta-lactamase ratio; Potency, µM (doses to about 38.2 µM), for inactives: at the top dose activity change, negative = inhibition, usual class: activators; 2.5% of 71,000 active; active = well fitted activation curve with a large enough effect in the signal ratio, with a control signal flat, not every such curve was filed as active; inconclusive = small, poorly fitted or top-dose-only effect, or effect the other way, or a change in a side signal; the % refers to the signal ratio; also: potency is read from the fitted curve at half-maximal effect; % of control where 0% means no effect
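CRE-bla CHO cells stimulated with EC10 NKH 477 (water-soluble forskolin) and compound titrations, 3 h at 37C; beta-lactamase read with CCF4 after 2 h at room temperature. Activity from 460/530 nm emission ratio, AC50 values for positive or negative modulation.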
Ub-GFP proteasome = proteasome inhibitors stabilizing ubiquitin-GFP reporter. Ubiquitin-GFP reporter cells, proteasome inhibition, GFP fluorescence; response scale: untreated = 0%, 10 µM MG-132 = 100%. Potency, µM (titrated, usually from 45.9 µM), without a hit: at the highest dose activation (GFP accumulation), hits mostly activators. 67,000 tested, under 10 active; active = well fitted activation curve with a large enough effect, not every such curve was filed as active; inconclusive = small, poorly fitted or top-dose-only effect, or another doubt; inactive = no such curve, though single readings can be large or run the other way; also: potency is read from the fitted curve at half-maximal effect
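U2OS cells expressing ubiquitin(G76V)-GFP, seeded overnight in 0.5% FBS medium, then treated 4 hr at 37 C across 46 uM to 2.9 nM. GFP-positive cells counted by laser cytometry (488 ex/515 em); %activity scaled between basal and 10 uM MG-132.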
GFP derepression = epigenetic modulators derepressing GFP locus in mouse cells; 0.09% of 68,000 active; mouse C127i GFP locus derepression, cytometry, 30 h; AID 597; Potency, µM (series often up to 46.1 µM), for the others: at the top dose GFP derepression (activation); also: % of control where 0% means no effect
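Read-out is the number of GFP-positive cells, scored as fluorescent objects 20 to 120 um wide, reflecting derepression of a silenced CMV-GFP reporter in murine C127i cells after 30 h compound exposure at 37 C.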
ERK AVP block = inhibitors of vasopressin-stimulated ERK signaling pathway; HEK293-V1b, vasopressin-stimulated pERK AlphaScreen; Potency, µM (highest dose often 57.5 µM), for inactives: top-dose activity, negative = inhibition, hits mostly inhibitors; 0.99% of 72,000 active; also: potency is read from the fitted curve at half-maximal effect; % is scaled to controls: 0 for no effect and ±100 for the full control effect; nearly all actives have a fitted effect of over 55% in size
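Phosphorylated ERK1/2 detected via AlphaScreen bead proximity in lysates of V1b-expressing HEK293 cells given 25 nM vasopressin for 5 min after 30 min compound exposure (37 °C). AC50 from Hill equation; basal DMSO 0%, vasopressin 100%.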
HBB splice mod = hemoglobin beta splicing modulation | 0.06% of 65,000 active | HBB splicing reporter cell assay, activation; EGFP reporter with mutant IVS2-654 intron; response scale: normalised to 500 nM splice-correcting PNA | Potency, µM (series often up to 46.1 µM), without a hit: top-dose activation, hits mostly activators; also: potency is read from the fitted curve at half-maximal effect; 0% is about no effect
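HeLa cells stably expressing EGFP interrupted by mutant beta-globin intron 2 (IVS2-654), 500/well in 2% FCS. Treated with compound for 2 days at 37C. Splicing correction scored as total well GFP intensity (488 nm excitation, 500-520 nm emission); 500 nM antisense PNA served as control.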
FLuc inh = inhibitors of firefly luciferase. purified firefly luciferase, luminescence, 8 min. Potency, µM (doses to about 57.1 µM), for the others: at the highest dose activity change, negative = inhibition, hits mostly inhibitors. 2.2% of 72,000 active; also: potency is read from the fitted curve at half-maximal effect; % is scaled to controls: 0 for no effect and ±100 for the full control effect; nearly all actives have a fitted effect of over 40% in size
Target sequence (P08659 whole entry, looked up): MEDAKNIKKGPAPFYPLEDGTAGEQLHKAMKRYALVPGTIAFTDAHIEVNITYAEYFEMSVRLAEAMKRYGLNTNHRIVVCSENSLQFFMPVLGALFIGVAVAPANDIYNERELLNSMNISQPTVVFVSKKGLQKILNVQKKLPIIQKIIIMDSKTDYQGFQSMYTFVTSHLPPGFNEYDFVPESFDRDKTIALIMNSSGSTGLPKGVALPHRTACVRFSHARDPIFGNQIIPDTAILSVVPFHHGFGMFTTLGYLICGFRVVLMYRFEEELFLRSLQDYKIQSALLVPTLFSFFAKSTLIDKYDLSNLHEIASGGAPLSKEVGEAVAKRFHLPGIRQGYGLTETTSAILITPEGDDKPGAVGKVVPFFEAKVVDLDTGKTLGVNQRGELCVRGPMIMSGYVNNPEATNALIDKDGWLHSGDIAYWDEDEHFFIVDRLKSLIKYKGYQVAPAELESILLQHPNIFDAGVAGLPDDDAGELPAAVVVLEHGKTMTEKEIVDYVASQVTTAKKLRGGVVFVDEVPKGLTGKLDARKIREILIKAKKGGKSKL
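Inhibition of light generation by firefly luciferase from ATP and luciferin was profiled with concentration-response curves per sample, ATP held at 10 uM within the enzyme's linear range. Plates were read by luminescence after an 8-minute ambient incubation.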
Active calls of the source: *; i = inactive; ? = inconclusive; · = no result given; & = joins results of further samples; ! = not active in a repeat; [ ] = remark or other dose. Unless noted, calls follow the shape of the dose curve; as a rule, active = well fitted curve in the direction sought with a large enough effect; inconclusive = small, poorly fitted or top-dose-only effect, or another doubt; inactive = no such curve, though single readings can be large; an effect the other way counts as inactive or inconclusive. Only part of the results is shown; rates above refer to the full screens.

SMILES	Hsp90 Hop PPI	4MU fluor	TexasRed autofl	A350 fluor	Fluorescein fluor	CRE-bla Fsk	Ub-GFP proteasome	GFP derepression	ERK AVP block	HBB splice mod	FLuc inh
C=C(C)CSc1nnc([C@@H](N)Cc2c[nH]c3ccccc23)o1	-1.7%	i	?	i	i	23.8%	14.0%	-3.7%	-12.2%	3.5%[1.84 µM]	3.4%
C[C@@H](CO)NC(=O)[C@H]1C=C2c3cccc4[nH]cc(c34)C[C@H]2N(C)C1	-1.7%	?	i	?	?	?	-3.6%	4.5%[9.22 µM]	·	·	1.3%[11.4 µM]
O=C(N1CCOCC1)C1(c2ccccc2)CCNCC1	11.3%[11 µM]	i	i	i	i	6.7%[7.6 µM]	-6.4%[9.17 µM]	0.0%[9.22 µM]	8.1%[11.5 µM]	2.9%[9.22 µM]	2.7%[11.4 µM]
c1ccc2c(c1)CNc1ccccc1O2	-4.4%	i	i	i	?	-7.5%	1.9%	-1.6%	-26.8%	0.1%[57.5 µM]	-0.4%
O=C(Nc1ccccc1)N1CCCC2(CCN(C(=O)Oc3ccccc3)CC2)C1	-5.1%	i	i	i	i	-8.3%	-11.1%	-2.3%[9.22 µM]	6.2%	-0.5%	0.4%[11.4 µM]
CCCCCCC(N)CC(=O)O (configuration not stated)	-1.6%	·	·	·	·	0.4%	-4.2%	2.8%	9.7%	0.2%[9.22 µM]	-0.2%
CCCCCCCCCCCCCC(=O)O[C@H]1[C@@H](C)[C@@]2(O)[C@@H](C=C(CO)C[C@]3(O)C(=O)C(C)=C[C@@H]23)C2C(C)(C)[C@]21OC(C)=O (some centres not stated)	-29.2%	i	i	i	i	0.0%	-2.9%	-2.2%	19.6%	0.1%	-3.7%
O=[N+]([O-])c1ccc(O[C@H]2O[C@@H](CO)[C@@H](O)[C@@H](O)[C@@H]2F)c([N+](=O)[O-])c1	-6.5%	i	i	i	i	-3.1%	4.9%	0.0%	-25.0%	2.3%	-0.9%
O=C(O)c1cc(N=Nc2ccc([As](=O)(O)O)cc2)ccc1O	-4.4%[11 µM]	i	i	i	?	9.8%[7.6 µM]	-3.8%[9.17 µM]	3.4%[9.22 µM]	6.2%[11.5 µM]	1.7%[9.22 µM]	2.0%[11.4 µM]
CCOC(=O)C(C)Oc1cc(C)cc2oc(=O)c3c(c12)CCCC3 (configuration not stated)	12.2%	i	?	i	i	?	18.5%	0.0%	12.6%	-2.2%	1.6%
Cc1ccc(NC(=[OH+])c2cc3ccccc3cc2O)c(C)c1.Cc1ccc(NC(=[OH+])c2cc3ccccc3cc2O)c(C)c1.[Ni]	-9.2%[11 µM]	?	i	?	i	1.7%[7.6 µM]	-5.0%[9.17 µM]	5.6%[9.22 µM]	11.2%[11.5 µM]	1.8%[9.22 µM]	-18.2%[11.4 µM]
CCOC(=O)c1[nH]c(C)c(C(=O)N2CCC3(CC2)OCCO3)c1C	-4.9%	i	i	i	i	10.2%	-16.6%	0.3%	4.5%	-0.3%	1.8%
S=C(c1ccc(Cl)cc1)N1CCOCC1	-4.9%	·	·	·	·	5.5%	-10.1%	-1.8%	-6.3%	0.3%	-5.0%
CN(C)CP(=O)(O)CN(C)C=O	?	3.28e-08M*	i	?	i	4.0%	-3.6%	-2.0%	41.7%	0.6%[1.84 µM]	3.8%
CCOC(OCC)P(=O)(O)CCCN	-5.3%	·	·	·	·	?	-2.6%	-1.9%	9.4%	·	-0.4%
CCCCOCCCn1c(N)c(C(=O)OC(C)COC)c2nc3ccccc3nc21 (configuration not stated)	·	2.62e-06M*	i	3.01e-06M*	i	·	·	-3.7%[20.6 µM]	·	·	-3.8%[25.5 µM]
O[C@@H](Cc1ccncc1)C(Cl)(Cl)Cl	0.9%	·	·	·	·	-5.6%	0.0%	-2.4%	-2.6%	·	-2.3%
Oc1ccc2c3c1O[C@@H]1c4[nH]c5c(c4C[C@@]4(O)[C@@H](C2)N(CC2CC2)CC[C@]314)C[C@]1(O)[C@@H]2Cc3ccc(O)c4c3[C@@]1(CCN2CC1CC1)[C@H]5O4	?	1.25e-07M*	i	5.23e-08M*	?	-3.1%	7.9%	-1.1%	7.1%	1.7%	-0.5%
Cc1cccc(-n2c(-c3ccco3)nc3ccccc3c2=O)n1	2.2%	·	·	·	·	6.7%	20.7%	-1.8%	-12.8%	-1.5%	-0.9%
Cn1c(O)c(C=NCCOc2ccc(Cl)cc2)c(=O)n(C)c1=O	-3.2%	·	·	·	·	10µM*	10.0%	2.2%	8.6%	-0.5%[9.22 µM]	0.4%
CCOC(=O)N(c1ccccc1)P1(=S)OCC(C)O1 (configuration not stated)	1.1%	i	i	i	i	-7.4%	0.0%	0.1%	28.4%	-2.2%	2.9%
O=c1[nH]cnc2[nH]cc(CN3CCCCC3)c12	-6.6%[11 µM]	?	i	?	?	-1.4%[7.6 µM]	-6.2%[9.17 µM]	-6.7%[9.22 µM]	5.2%[11.5 µM]	3.3%[9.22 µM]	2.0%[11.4 µM]
C=C[C@]12CN(C)[C@H]3C1[C@@]1(C(=O)Nc4ccccc41)[C@H]1C[C@H]2[C@H]3CO1	-2.8%[26 µM]	i	?	i	i	-10.2%[17.1 µM]	3.4%[20.5 µM]	0.0%[20.6 µM]	6.3%[25.7 µM]	1.5%[20.6 µM]	-7.1%[25.5 µM]
CSC(=Nc1ccccc1)c1c(O)n(C)c(=O)n(C)c1=O	-12.8%	i	i	i	?	-10.1%	·	-2.1%	-3.6%	5.6%[0.369 µM]	-2.0%
CCC(=O)c1cn(Cc2ccccc2C#N)c2ccccc12	9.3%	i	i	?	i	8.3%	1.5%	0.0%	-0.3%	-0.2%[57.5 µM]	0.2%

Results in Ub-GFP proteasome and A350 fluor (four entries from above):
| structure | Ub-GFP proteasome | A350 fluor |
| --- | --- | --- |
| S=C(c1ccc(Cl)cc1)N1CCOCC1 | -10.1% | · |
| CN(C)CP(=O)(O)CN(C)C=O | -3.6% | ? |
| CCOC(OCC)P(=O)(O)CCCN | -2.6% | · |
| CCCCOCCCn1c(N)c(C(=O)OC(C)COC)c2nc3ccccc3nc21 (configuration not stated) | · | 3.01e-06M* |

Later entries.
SMILES	Hsp90 Hop PPI	4MU fluor	TexasRed autofl	A350 fluor	Fluorescein fluor	CRE-bla Fsk	Ub-GFP proteasome	GFP derepression	ERK AVP block	HBB splice mod	FLuc inh
Cc1ccc2c(c1)N(CCC(=O)N1CCC3(CC1)OCCO3)C(=O)CO2	-1.8%	i	i	i	i	-10.1%	7.9%	-1.0%	30.6%[activator]	-0.4%	0.5%
CCN(CC)c1ncnc2c1ncn2[C@@H]1O[C@@H](COP(=O)(O)OP(=O)(O)C(Br)(Br)P(=O)(O)O)[C@H](O)[C@@H]1O	-20.7%	i	i	i	?	-1.9%	1.5%	-2.2%	9.1%	2.0%	3.1%
NC(N)=NOCC[C@H](N)C(=O)O	1.9%	i	i	i	?	-1.0%	9.7%	-1.4%	-4.3%	-0.2%[20.6 µM]	0.2%
COc1ccc2c(c1)CC1(CN2C)C(=O)NC(=O)N(CCc2ccccc2)C1=O (configuration not stated)	-11.8%	i	i	i	?	?	7.1%	-0.4%	-0.2%	5.3%[1.84 µM]	2.1%
O=C(c1cc(S(=O)(=O)N2CCOCC2)ccc1F)N1CCC2(CC1)OCCO2	2.2%	i	i	i	i	-0.5%	-3.2%	-2.0%	5.8%	0.9%	-0.1%
Cc1oc(-c2ccccc2F)nc1CS(=O)CC(=O)N1CCC2(CC1)OCCO2 (configuration not stated)	-0.2%	i	i	i	?	-3.5%	-24.0%	-1.2%	2.4%	1.5%	5.6%
CCOc1ccccc1C1SCC(=O)Nc2c1c(=O)[nH]n2C(CC)CC (configuration not stated)	-6.5%	i	?	i	i	-2.0%	-2.6%	0.0%	-7.3%	-2.0%	1.1%
COc1ccc(C(=O)N2CCCC2=O)cc1	-0.2%&-3.0%&-1.1%	2.23e-08M*!	?	2.51e-08M*!	?	6.3%&12.3%&0.2%	0.9%&0.0%&6.7%	-5.3%	-0.4%&8.3%&3.3%	3.1%[57.5 µM]	1.4%

Some values from above.
ERK AVP block with CCOc1ccccc1C1SCC(=O)Nc2c1c(=O)[nH]n2C(CC)CC (configuration not stated) is entered as -7.3%
ERK AVP block with Cc1oc(-c2ccccc2F)nc1CS(=O)CC(=O)N1CCC2(CC1)OCCO2 (configuration not stated) is entered as 2.4%
